Screening results (PubChem)
TDP2 inh: TDP2 (human) inhibition, absorbance primary screen; recombinant TDP2, T5PNP hydrolysis, p-nitrophenol absorbance 415 nm; inhibition, % at 12.8 µM; 0.34% of 370,000 active; AID 720702;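 active = inhibition above the mean of all tested compounds plus 3 SD, set per campaign, cut at about 25% in these data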;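 note: 0% = DMSO with enzyme and 100% = buffer with substrate but no TDP2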
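Incubation: 2 h at 37 °C; Test system: recombinant human TDP2; Quantity: enzyme 120 nM; Read-out basis: percent inhibition; Medium: 50 mM Tris-HCl pH 7.5 with Mg2+, KCl, DTT, BSA; Repeats: single replicate; Compound: 12.8 µM single point, 1% DMSO; Signal: epi absorbance; Reagent: 5 mM T5PNP chromogenic substrate; Benchmarks: no-enzyme high, DMSO-plus-enzyme low.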
rCAG RNA binder: molecules binding r(CAG) RNA repeats; 1.3% of 370,000 active; r(CAG) RNA repeat, TO-PRO-1 dye displacement fluorescence; inhibition, % at 3 µM; AID 651821;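 active = inhibition above the plate cutoff, the mean of all test compounds on that plate plus 3 SD, cut at about 35% in these data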;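 note: 0% = DMSO alone and 100% = 100 µM mitoxantrone as full dye displacement; higher means more dye released from RNA so lower well fluorescence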
ABHD4 inh: ABHD4 (mouse) inhibition, primary FP screen; 0.54% of 370,000 active; Q8VD66; inhibition, % at 8.92 µM; purified mABHD4, FP-Rh probe fluorescence polarization;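 active = inhibition exceeding the mean over every tested compound plus 3 SD, cut at about 30% in these data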;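 note: 0% = plate median of compound wells and 100% = S159A mutant with DMSO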
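Assay system: Wild-type mouse ABHD4 protein | Medium: HEPES pH 7.0 buffer, 150 mM NaCl, 0.01% Pluronic F-127 | Incubation: Enzyme–compound pre-incubation 45 min, then probe 60 min, both 25 °C | Technique: Fluorescence polarization with parallel and perpendicular emission, 525/598 nm | Evaluation: % inhibition of FP-Rh probe binding versus controls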
LEDGF integ inh: blocks HIV-1 LEDGF/p75-dependent DNA integration | TR-FRET IN-LEDGF/p75 DNA integration, Eu/Cy5 | inhibition, % at 3.7 µM | 0.64% of 370,000 active | AID 743269;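 active = inhibition above the screen-wide mean plus 3 SD, cut at about 13% in these data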;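 note: signal is the Cy5 over europium emission ratio at 671 and 618 nm; 0% = plate median of compound wells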
HTRA1 inh: blocks human HTRA1 serine peptidase; Q92743; 0.5% of 340,000 active; inhibition, % at 5.96 µM; recombinant HTRA1, FP-rhodamine activity-based probe, fluorescence polarization; in the data active = inhibition above about 36%;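 note: 0% = enzyme with DMSO and 100% = wells lacking enzyme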
PRMT1 inh: PRMT1 (human) inhibition, primary screen; Q99873; recombinant PRMT1, activity-based probe fluorescence polarization; inhibition, % at 2.79 µM; 1.3% of 370,000 active;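 active = inhibition above about 21% made by adding two undisclosed values, limit read from the data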
Target sequence (Q99873 whole entry, looked up): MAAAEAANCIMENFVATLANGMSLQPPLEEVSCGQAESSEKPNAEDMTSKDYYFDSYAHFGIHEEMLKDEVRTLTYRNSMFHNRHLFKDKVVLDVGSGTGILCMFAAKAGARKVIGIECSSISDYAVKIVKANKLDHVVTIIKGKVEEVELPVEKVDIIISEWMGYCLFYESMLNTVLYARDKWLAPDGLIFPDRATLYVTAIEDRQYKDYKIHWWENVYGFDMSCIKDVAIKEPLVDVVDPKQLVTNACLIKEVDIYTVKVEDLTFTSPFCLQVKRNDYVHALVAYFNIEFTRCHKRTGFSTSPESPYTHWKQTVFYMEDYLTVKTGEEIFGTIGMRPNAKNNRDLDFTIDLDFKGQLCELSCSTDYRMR
SIAE primary: blocks human sialic acid acetylesterase; Q9HAT2; 0.69% of 370,000 active; SIAE FP-Rh probe binding, fluorescence polarization; inhibition, % at 9.66 µM; AID 1053197;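 active = inhibition above a cutoff: mean of compounds within the control limits plus 3 SD of those, cut at about 17% in these data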;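 note: 0% = plate median of compound wells and 100% = probe without SIAE protein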
Target sequence (Q9HAT2 whole entry, looked up): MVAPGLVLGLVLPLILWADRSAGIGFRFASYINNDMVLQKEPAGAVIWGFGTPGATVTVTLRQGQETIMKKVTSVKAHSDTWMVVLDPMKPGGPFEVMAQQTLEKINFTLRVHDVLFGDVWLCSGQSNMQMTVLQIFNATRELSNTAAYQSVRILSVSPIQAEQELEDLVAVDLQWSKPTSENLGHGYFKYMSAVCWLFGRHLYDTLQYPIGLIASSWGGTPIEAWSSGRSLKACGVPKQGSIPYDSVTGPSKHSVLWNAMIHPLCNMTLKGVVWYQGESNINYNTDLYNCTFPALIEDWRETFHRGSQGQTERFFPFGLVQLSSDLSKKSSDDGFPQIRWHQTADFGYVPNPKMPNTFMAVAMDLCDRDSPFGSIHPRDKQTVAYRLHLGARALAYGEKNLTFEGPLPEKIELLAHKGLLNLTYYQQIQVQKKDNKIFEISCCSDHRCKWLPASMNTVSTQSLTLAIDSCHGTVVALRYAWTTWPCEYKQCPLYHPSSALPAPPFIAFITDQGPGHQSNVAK
TCR-CD3 inh: blocks the human TCR-CD3 interaction | TAMRA-labeled TCR probe fluorescence, biochemical | 0.37% of 360,000 active | AID 651800 | inhibition, % at 9.4 µM; in the data active = inhibition above about 19%;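 note: recombinant mutant TCR 2C K166C tagged with TAMRA read by polarization; 0% = receptor in buffer alone and 100% = receptor with positive control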
NPR2 activator: GC-B (human) receptor activation. P20594. HEK293-GC-B cells, CNP EC30, cGMP TR-FRET; 0% at EC30 CNP, 100% saturating CNP. activation, % at 10 µM. 0.11% of 370,000 active. AID 1920062;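 active = activation at 10 µM reaching about 35% in either raw or pattern-adjusted values, limit read from the data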
MBD2 inh: blocks human MBD2 binding to methylated DNA | Q9UBB5 | TR-FRET, MBD2 binding to methylated oligonucleotide | inhibition, % at 4.4 µM | 0.31% of 370,000 active; in the data active = inhibition above about 13%
An asterisk follows results filed as active; . = no result given. Some of the compounds tested; count on the stated rates, not on these rows.

SMILES	TDP2 inh	rCAG RNA binder	ABHD4 inh	LEDGF integ inh	HTRA1 inh	PRMT1 inh	SIAE primary	TCR-CD3 inh	NPR2 activator	MBD2 inh
CCN(CC)c1ccc(N=Cc2c(O)n(Cc3ccco3)c(=O)[nH]c2=O)cc1	19	10	45*	57*	42*	21	17	10	-5	2
O=C(c1ccco1)c1cn(Cc2ccccc2)c2ccccc12	-2	3	-5	1	-43	1	-2	-2	1	-3
Cc1ccccc1-n1c(O)c(C=Nc2ccc3c(c2)OCO3)c(=O)[nH]c1=O	1	4	3	0	5	3	1	3	-3	0
Cc1cc(C)cc(OCCOc2cccc(C=C3C(=O)NC(=O)NC3=O)c2)c1	-7	0	-3	2	-46	6	-3	3	-1	-5
CC(C)c1ccc(N2C(=O)CC(=O)NC2=O)cc1	-5	31	-6	-3	0	5	-4	-2	-2	4
NP(=O)(OCC(F)(F)F)Oc1ccccc1 (stereo not drawn)	2	-1	10	0	3	0	5	-2	5	0
CCN1CCN(C(=O)Cc2c(C)n(C(=O)c3ccc(Cl)cc3)c3ccc(OC)cc23)CC1	1	-6	-2	0	-5	2	0	1	-4	1
CCN(CC)C(=O)c1ccc(NC(=O)COc2ccc([N+](=O)[O-])cc2Cl)cc1	-6	-1	-2	0	4	-1	5	2	-1	-8
CC(C)Sc1nnc(OC(=O)N(C)C)n1-c1ccccc1	-11	-4	0	-6	0	3	-5	1	6	5
O=S1(=O)NCC2(CC2)CN1Cc1ccccc1	2	0	2	2	.	-2	-10	1	-3	3
CN1C(=O)C(=Cc2ccc(N3CCOCC3)o2)C(=O)N(C)C1=S	0	-4	3	-5	0	0	-8	-8	-2	-7
Cc1cc(OC(=O)N(C)C)nc(SCc2c(Cl)cccc2Cl)n1	-5	-4	-13	-1	-10	4	-9	-8	0	0
C1=NCCc2c1[nH]c1ccccc21	-13	2	5	-1	10	-4	-2	-3	-2	-1
CC1=CC(=O)C2=C(C)CC(O)C3C(C)C(=O)OC3C12 (stereo not drawn)	7	1	-4	1	-7	-3	-1	-1	-1	7
C=C[C@@]12CN(C)[C@H]3[C@H]1[C@@]1(C(=O)Nc4ccccc41)C1CC2[C@@H]3CO1	8	2	-1	1	3	-6	0	10	1	-4
O=C1NC(=O)N(CCC2=CCCCC2)C(=O)/C1=C\c1cccs1	0	42*	-28	2	-1	31*	-18	-19	-2	8
CN1CCN(C(=O)COc2ccc(N(C)S(=O)(=O)c3ccc(F)cc3)cc2)CC1	11	1	-1	1	4	2	16	-12	6	-2
CCOC(=O)C1=C(N)Oc2cc(C)oc(=O)c2C12C(=O)N1c3c(cc(OC)cc32)C(C)=CC1(C)C (stereo not drawn)	-1	-5	7	0	-6	-3	1	2	-20	3
Cc1cccc(-n2c(O)c(/C=N/NC(=O)c3ccncc3)c(=O)[nH]c2=O)c1	-4	5	7	-3	.	1	-5	5	2	-1
COc1ccc(CCNCc2ccc(C)s2)cc1OC	-2	-2	3	2	6	-2	5	3	0	2
CCC(=O)OC1(c2ccccc2)CCN(C)CC1C (stereo not drawn)	1	-2	3	-5	.	-1	3	9	-1	0
COC(=O)C1=C(c2cc3ccccc3s2)C[C@@H]2CC[C@H]1N2C(=O)NCCNC(C)=O	7	-6	2	-3	3	-3	-1	-2	9	-2
C[N+](C)(C)CC1CCCC1=O (stereo not drawn)	1	2	7	-1	2	-1	1	2	4	-4
COC(=O)C1=C(c2ccc(F)cc2OCc2ccccc2)C[C@@H]2CC[C@H]1N2C(=O)NCc1ccc([N+](=O)[O-])cc1	-3	7	-17	-1	-42	-3	-5	3	3	0
O=C(Cc1ccccc1)N1CCN(C2CCCC2)CC1	-3	0	0	1	6	2	-3	8	-6	0

The final 4 records of the section before are carried over, then new ones follow:
SMILES	TDP2 inh	rCAG RNA binder	ABHD4 inh	LEDGF integ inh	HTRA1 inh	PRMT1 inh	SIAE primary	TCR-CD3 inh	NPR2 activator	MBD2 inh
COC(=O)C1=C(c2cc3ccccc3s2)C[C@@H]2CC[C@H]1N2C(=O)NCCNC(C)=O	7	-6	2	-3	3	-3	-1	-2	9	-2
C[N+](C)(C)CC1CCCC1=O (stereo not drawn)	1	2	7	-1	2	-1	1	2	4	-4
COC(=O)C1=C(c2ccc(F)cc2OCc2ccccc2)C[C@@H]2CC[C@H]1N2C(=O)NCc1ccc([N+](=O)[O-])cc1	-3	7	-17	-1	-42	-3	-5	3	3	0
O=C(Cc1ccccc1)N1CCN(C2CCCC2)CC1	-3	0	0	1	6	2	-3	8	-6	0
COc1ccc(CCN)cc1S(N)(=O)=O	9	3	-1	-13	.	-3	-3	-2	3	-6
C=C1C(=O)O[C@H]2[C@H]1[C@H](OC(=O)CC(=O)O[C@@H]1C[C@@H](C)[C@@H]3C=CC(=O)[C@@]3(C)[C@H]3OC(=O)C(=C)[C@H]13)C[C@@H](C)[C@H]1C=CC(=O)[C@]12C	2	15	5	3	-3	5	1	-2	7	-3
CC(=O)N1Cc2cnnn2-c2ccccc2C1C#N (stereo not drawn)	-10	1	-3	2	2	-3	-8	8	4	0
COc1cccc(OCC(=O)N2CCN(C)CC2)c1	-11	0	-1	0	1	-3	12	0	5	2
CC(=O)c1ccc(NC(=O)N2C[C@H]3C[C@@H](C2)c2cccc(=O)n2C3)cc1	2	0	6	-2	9	3	0	-4	6	4
CCOCCCNC(=O)C1c2cc(OC)c(OC)cc2C(=O)N2CCCCC12 (stereo not drawn)	-2	-5	-4	-2	10	1	3	0	-3	6
CO[C@H]([C@H](C)/C=C/N(C)C=O)[C@@H](C)C(=O)CC[C@H](C)[C@H](O)[C@H](C)[C@H]1OC(=O)/C=C/C(C)=C/[C@H](O)[C@H](OC)C[C@@H]2C=CC[C@@H](C[C@H](OC)[C@@H](CO)[C@@H](OC)C[C@@H](OC)[C@@H]1C)O2	-9	.	-1	3	.	-2	0	.	-29	-1
Cc1ccc(OC(=O)N(C)C[C@@H]2OCc3cnnn3CCCC(=O)N([C@@H](C)CO)C[C@H]2C)cc1	6	-2	6	-2	1	3	1	1	5	0
CCC(=NCc1ccco1)c1c(O)n(C2CCCCC2)c(=O)[nH]c1=O	10	-4	2	-1	-10	-1	0	2	5	-9
Cc1cc(N2CCNC[C@H]2C)ccc1N1CC[C@H](O)C1	-1	4	20	7	.	41*	6	8	-1	-4
CC1=CC(=C2C(=O)NC(=S)NC2=O)C=C(C(F)(F)F)N1C	-19	-1	7	-2	6	-1	-1	0	-6	-6
C=C1C2[C@H](OC(C)=O)[C@@H]3CC(=O)[C@]4(C)OC[C@@]3(C)[C@@]4(O)[C@@H](OC(C)=O)[C@H](OC(C)=O)[C@@]2(COC(=O)c2ccccc2)[C@@H](OC(C)=O)C[C@@H]1O (stereo partly drawn)	12	-4	-3	-2	-4	-1	-1	-3	-3	0
COc1cc2c(c(OC)c1OC)-c1ccc(O)c(=O)cc1[C@@H](N)CC2	2	6	12	-1	30	0	8	4	-4	-2
CC1=C(C)CC2(C(=O)NC(=O)NC2=O)C(C)C1 (stereo not drawn)	10	0	4	-3	6	-1	-4	-1	-1	2
O=C1C(=O)N(c2ccccc2)P(=O)(N(CCCl)CCCl)N1c1ccccc1	-2	-2	4	-5	5	5	7	5	0	1
CC12CC[C@H]3[C@@H](CCC4(O)C[C@H](O)CCC34/C=N/NC(=O)Cc3ccccc3)C1(O)CCC2C1=CC(=O)OC1 (stereo partly drawn)	-1	-1	5	4	0	-3	1	1	3	-4
C=CCN1C(=O)NC(=O)/C(=C/c2cc3c4c(c2)CCCN4CCC3)C1=O	6	6	0	3	-2	5	7	11	-1	-4
CN=C1CN=C(c2ccc[nH]2)c2cc(Cl)ccc2N1	-5	.	-13	-2	.	11	9	.	-9	3
Cc1nc2cc([N+](=O)[O-])ccc2c(=O)n1-c1cccc(Br)c1	8	-6	-2	-1	3	4	-9	-4	1	3
CC1CCCN1CCC(C(N)=O)(c1ccccc1)c1ccccc1 (stereo not drawn)	-1	5	1	-4	5	3	4	0	-2	0
COc1cccc(C(c2nnnn2C(C)(C)C)N2CCC3(CC2)C(=O)NCN3c2ccccc2)c1OC (stereo not drawn)	-3	1	-4	1	.	-7	11	7	-6	6
CNC(C(=O)c1ccccc1)C(OC(C)C)c1ccc(Cl)cc1 (stereo not drawn)	-6	-6	0	-1	2	7	-1	-5	-10	4
O=C(NC(=C(Cl)Cl)P(=O)(c1ccccc1)c1ccccc1)c1ccccc1	4	-7	2	1	-1	0	-4	3	-10	4
CCCCCn1c(=O)c(C(=O)Nc2cnccn2)c(O)c2ccccc21	-5	4	3	-2	-1	-3	3	9	-1	-5
c1ccc2sc(NC3=NCCN3)nc2c1	5	0	-3	0	4	-2	-1	4	8	1

(further entries)
SMILES	TDP2 inh	rCAG RNA binder	ABHD4 inh	LEDGF integ inh	HTRA1 inh	PRMT1 inh	SIAE primary	TCR-CD3 inh	NPR2 activator	MBD2 inh
COc1ccc2c(c1)c(C(=O)O)c(C)n2CC(C)C	-22	2	9	6	-2	-3	-9	9	3	3
CCN(CC)C(=O)c1ccc(NC(=O)COC(=O)c2ccc(Cl)s2)cc1	-11	-1	-1	1	-5	0	-6	1	-2	1
Cc1nc2ccccc2c(=O)n1-c1ccccn1	-1	-2	-1	0	4	3	-9	-4	9	-6
CCCNC(=O)N1[C@H]2CC[C@@H]1C(C(=O)OC)=C(c1cccc(Cl)c1)C2	3	-4	2	0	-3	3	4	-4	-7	4
O=C(C(Cc1ccccc1)NS(=O)(=O)c1cccc2nsnc12)N1CCC2(CC1)OCCO2 (stereo not drawn)	-9	0	-8	5	-5	4	-7	-5	1	-1
N#C/C(=C\c1ccc(O)cc1)C(=O)O (tested in a mixture with another compound)	6	1	2	-1	3	3	2	-5	1	3
NC(Cc1ccccc1)c1nc(-c2ccccc2)no1 (stereo not drawn)	-17	-2	-12	5	-8	-5	1	-3	4	-8
Cc1nn(Cc2ccccc2)c(Cl)c1C(=O)Nc1ccc(OC(F)(F)F)cc1	-9	-7	-2	-1	-10	-2	-8	0	0	11
Cc1ccc2c(C)cccc2c1	-2	0	-6	2	5	1	2	-2	-4	2
CCOC(=O)CNC(=O)N1Cc2ccc(Br)cc2-n2nncc2C1	3	0	5	1	.	-5	2	-2	-3	0
O=c1c2ccccc2nc(-c2ccccc2F)n1-c1ccccc1	13	-4	0	0	1	1	3	3	-16	3
O=C(CCc1nc(-c2ccccc2F)no1)N1CCC2(CC1)OCCO2	-14	-1	-5	3	16	-4	4	-7	4	-6
COc1ccc(-n2nnnc2C(c2cccc3ccccc23)N2CCC(n3c(=O)[nH]c4ccccc43)CC2)cc1 (stereo not drawn)	14	15	-16	-1	.	0	-11	3	1	-6
Cc1c(CC(=O)N2C[C@H]3C[C@@H](C2)c2cccc(=O)n2C3)c(=O)oc2cc(O)c(Cl)cc12	3	1	3	-3	1	2	3	3	4	1
CC(C)NC(C)C(=O)c1ccc2ccccc2c1 (stereo not drawn)	0	2	1	2	2	1	-1	-1	1	2
CCC(C)NC(=O)CCC(=O)OC1O[C@H]2OC3(C)CC[C@H]4[C@H](C)CCC(C1C)C24OO3 (stereo partly drawn)	-7	-10	-7	-4	3	6	0	2	1	0
